GLP-1R agonist – activates the human GLP-1 receptor; HEK293 GLP-1R CRE-luciferase, luminescence, 4-6 h; cells express a hypersensitive GLP-1R form; 0.007% of 380,000 active; P43220; Potency, µM (titrated, usually from 45.6 µM), for the others: at the highest dose activation, most hits filed as activators; AID 624172; note: potency is the fitted concentration of half-maximal effect; % of control where 0% means no effect
Target sequence (P43220 whole entry, looked up): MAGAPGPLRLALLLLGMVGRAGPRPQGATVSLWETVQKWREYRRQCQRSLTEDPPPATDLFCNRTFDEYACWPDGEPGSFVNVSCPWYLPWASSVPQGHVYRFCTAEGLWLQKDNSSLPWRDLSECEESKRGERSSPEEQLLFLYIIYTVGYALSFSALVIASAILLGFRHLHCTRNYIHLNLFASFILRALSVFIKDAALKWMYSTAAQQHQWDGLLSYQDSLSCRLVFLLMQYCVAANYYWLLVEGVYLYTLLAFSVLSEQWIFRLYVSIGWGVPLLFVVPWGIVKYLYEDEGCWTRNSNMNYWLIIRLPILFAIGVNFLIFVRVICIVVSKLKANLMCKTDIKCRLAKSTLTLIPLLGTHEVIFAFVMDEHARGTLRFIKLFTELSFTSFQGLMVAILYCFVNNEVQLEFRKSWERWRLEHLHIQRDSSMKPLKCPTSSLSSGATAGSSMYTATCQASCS
IL-1B inflam inh – inflammasome signaling inhibition, IL-1 beta readout. 4.7% of 360,000 active. AID 743279. THP-1 LPS/ATP IL-1B secretion, AlphaLISA, 16 h; stronger effect = lower value. activity change, % at 57.5 µM; in the data active = activity change below about -50%; inconclusive = mostly about -30% to -49%; note: % is set by controls: 0 for no effect and ±100 for the full control effect
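THP-1 cells pretreated 1 hr with compounds (up to 57.5 uM final), then stimulated with LPS (250 ng/mL final) plus ATP (1.25 mM final); secreted IL-1B measured by AlphaLISA after 16 hr, decreased signal indicating inhibition.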
HT1080-NT tox – kills 2HG-producing HT-1080-NT fibrosarcoma cells | Potency, µM (top dose mostly 46.1 µM), for the others: at the highest dose activity, negative = less viability, hits mostly cytotoxic | HT-1080-NT fibrosarcoma viability, CellTiter-Glo ATP luminescence, 48 h | 1.6% of 360,000 active;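 note: NT is the 2HG producing partner of a matched IDH1 knockdown line; potency is the fitted concentration of half-maximal effect; 0% = DMSO-treated cells and -100% = media-only wells without cells; nearly all actives have a fitted effect of over 55% in size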
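HT-1080-NT; 750 cells/well; 5% FBS RPMI; 48 h compound, 37 degrees C; CellTiter-Glo luminescence; curve fitting and curve-class assignment.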
KB-V1 cytotox – kills drug-selected multidrug resistant KB-V1 cells. KB-V1 MDR cells viability, CellTiter-Glo, 72 h. Potency, µM (highest dose often 46.1 µM), inactives show at the top dose activity change, negative = cytotoxicity, actives largely listed as cytotoxic. 3.4% of 400,000 active. AID 1347076; note: potency is the fitted concentration of half-maximal effect; % is set by controls: 0 for no effect and ±100 for the full control effect; nearly all actives have a fitted effect of over 60% in size
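Potencies derive from concentration-effect curves fitted to normalized luminescence (CellTiter-Glo) of KB-V1 cells treated for 72 h at 37 degrees C in phenol-red-free DMEM containing 10% FBS.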
SW480 rereplic – DNA re-replication induction in SW480 cells; Potency, µM (series often up to 46.1 µM), inactives show at the highest dose re-replication activation, hits mostly activators; SW480 DNA re-replication, Hoechst DNA content imaging, 48 h; AID 624297; 1.8% of 340,000 active; note: potency is the fitted concentration of half-maximal effect; % of control where 0% means no effect; nearly all actives have a fitted effect of over 55% in size
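SW480 cells exposed to compounds for 48 hr at 37 C, 5% CO2, then Hoechst-stained 40 min. Nuclear DNA content imaged by fluorescence scanning (405 nm excitation, 500-530 nm emission); re-replication scored as increased high-intensity nuclei.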
KB-3-1 cytotox – kills parental KB-3-1 adenocarcinoma cells; KB-3-1 viability, CellTiter-Glo ATP luminescence, 72 h; Potency, µM (top dose mostly 46.1 µM), inactives show at the highest dose activity change, negative = cytotoxic, actives largely listed as cytotoxic; 1.4% of 400,000 active; note: potency is the fitted concentration of half-maximal effect; % is set by controls: 0 for no effect and ±100 for the full control effect; nearly all actives have a fitted effect of over 60% in size
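KB-3-1 parental drug-naive adenocarcinoma cells in DMEM/10% FBS, incubated 72 h at 37 C with pin-transferred compounds across a concentration series. Viability by CellTiter-Glo luminescence; concentration-response curves fitted after normalization.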
DRD3 antagonist – blocks the human D3 dopamine receptor. D3R cells, DiscoveRx beta-arrestin luminescence, antagonist mode; stronger effect = lower value. max response, negative = inhibition, %. 2.5% of 360,000 active; in the data active = max response below about -50%; inconclusive = no clear call, values can overlap the other calls; note: % is set by controls: 0 for no effect and ±100 for the full control effect; mostly tested at two doses, the higher about 12 µM
Target sequence (P35462 whole entry, looked up): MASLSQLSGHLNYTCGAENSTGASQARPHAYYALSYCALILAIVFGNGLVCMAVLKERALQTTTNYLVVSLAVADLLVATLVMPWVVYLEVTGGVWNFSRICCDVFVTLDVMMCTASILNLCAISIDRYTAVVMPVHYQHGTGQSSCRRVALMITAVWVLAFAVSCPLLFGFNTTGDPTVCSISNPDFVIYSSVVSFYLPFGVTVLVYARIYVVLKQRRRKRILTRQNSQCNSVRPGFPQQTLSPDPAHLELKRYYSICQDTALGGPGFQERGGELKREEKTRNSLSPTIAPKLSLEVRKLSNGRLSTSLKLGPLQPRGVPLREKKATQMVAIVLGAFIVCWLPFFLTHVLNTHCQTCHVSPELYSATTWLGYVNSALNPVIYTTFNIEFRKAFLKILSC
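Cells expressing the human receptor were seeded at 1500 cells/well, incubated overnight at 37 degrees C in 5% CO2, then exposed to library compounds with dopamine controls for 90 minutes at 37 degrees C before luminescent detection.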
HT1080 IDH1KD tx – toxicity to HT-1080 IDH1 knockdown cells (counter line); 2% of 360,000 active; Potency, µM (doses to about 46.1 µM), for the others: at the top dose activity, negative = toxicity, most hits filed as cytotoxic; HT-1080 IDH1 knockdown viability, ATP luminescence, 48 h;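 note: potency is the fitted concentration of half-maximal effect; 0% = DMSO wells and -100% = cell-free medium wells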
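Knockdown cells (IDH1KD HT-1080) received compounds 2 h after plating at 750 cells/well and were kept 48 h at 37 °C in 5% FBS RPMI. A CellTiter-Glo luminescence read gave % activity for curve fitting.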
D3 ag – D3 dopamine receptor (human) agonism; P35462; D3R DiscoveRx beta-arrestin cells, luminescence, 90 min; max activation, %; 0.58% of 410,000 active; AID 652048; in the data active = max activation above about 30%; note: 0% is about no effect; mostly tested at two doses, the higher about 12 µM
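Cells at 1500/well, incubated overnight, then treated with pinned compounds (dopamine as control) for 90 min at 37 degrees C. DiscoveRx reagent added for 30 - 60 minutes at room temperature; luminescence read.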
The depositor's hits bear a star; ? = inconclusive; nt = no result given; & = joins results of further samples; [ ] = remark or other dose. Unless noted, calls come from the whole dose curve; as a rule, active = well fitted curve in the direction sought with a large enough effect; inconclusive = small, poorly fitted or top-dose-only effect, or another doubt; inactive = no such curve, though single readings can be large; an effect the other way counts as inactive or inconclusive.

SMILES	GLP-1R agonist	IL-1B inflam inh	HT1080-NT tox	KB-V1 cytotox	SW480 rereplic	KB-3-1 cytotox	DRD3 antagonist	HT1080 IDH1KD tx	D3 ag
COc1ccc(C(=O)CSc2nnc(CNc3nc(-c4ccccc4)cs3)n2C)cc1	0%	-15	-20%	-5%	-4%	-23%	-7	-14%	5
COc1ccc2nc(N/C(N)=N/S(C)(=O)=O)nc(C)c2c1	-4%	-8	?	2.1µM*	-2%	8.2µM*	1	13%	-13
CC1(Oc2ccccc2)CCN(Cc2csc3ccccc23)C1 (stereo not drawn)	21%	32	-20%	2%	nt	0%	-83*	1%	-10
CCCCCCNc1nc(Cl)nc(NC(C)(C)CO)n1	18%	-4	-2%	-20%	?	0%	-8	-2%	-8
CC(=O)N1Cc2cc(C(=O)NCC(F)(F)F)nc(-c3cccc(-c4cccnc4)c3)c2[C@H]1CCO	0%	-10	-4%	-2%	nt	18%	?	16%	-12
O=C(O)C1CC=CCC1C(=O)NNS(=O)(=O)c1ccccc1 (stereo not drawn)	1%	0	13%	-2%	-10%	?	4	4%	5
CC(=O)c1cccc(NC(=S)NC2CC2)c1	-4%	11	11%	17%	0%	6%	1	29%	4
Cc1cccc(C(=O)N[C@H](C(=O)Nc2nc(C)cs2)C(C)C)c1	-1%	10	4%	-15%	6%	17%	5	10%	3
COc1ccccc1CNC(=O)CNC(=O)c1sc2ccccc2c1Cl	3%	nt	16%	0%	-14%	5%	8	24%	0
COc1cccc(C(=O)N/N=C(\C)c2ccc(NC(=O)Cc3ccccc3)cc2)c1OC	-5%	20	13%	-1%	?	7%	-5	1%	1
OCCN1CCN(c2ncnc3c2c(-c2ccccc2)cn3-c2ccc(Br)cc2)CC1	14%	-83*	16µM*	?	15%	-27%	11	23µM*	8
O=S(=O)(Nc1cccc(C(F)(F)F)c1)c1cccnc1	10%	14	1%	-21%	1%	-2%	?	-1%	-2
CCC1C(=O)N=C(SCC(=O)NC2CCCCC2)NC1=O (stereo not drawn)	0%	11	3%	19%	-9%	-1%	-7	0%	0
COc1ccc(NC(=O)C(=O)NNC(=O)c2ccc(Cl)cc2Cl)cc1	-2%	-11	?	-8%	4%	14%	30	?	1
N#CCC(=O)Nc1ccc(C(=O)NCCC(c2ccccc2)c2ccccc2)cc1	10%	38	-3%	-20%	-4%	0%	0	-13%	-3
COc1cc(OC)cc(C(=O)N[C@H](C(=O)NC2=NCCS2)C(C)C)c1	0%	4	4%	12µM*	-1%	2%	14	19%	4
O=C(O)CCCC(=O)N1CCc2cc(S(=O)(=O)NCc3ccc(F)cc3)ccc21	-5%	74	8%	21%	2%	1%	-8	2%	-12
CC(=O)c1c(C)[nH]c(C(=O)COc2ccc3c(C)cc(=O)oc3c2)c1C	-4%	0	4%	-23%	1%	15µM*	19	7%	1
COc1cc(OC)c2cc[nH]c2c1	2%	-16	1%	26%	3%	0%	4	2%	-1
COc1cc(/C=N/Nc2nc(Nc3ccc(C)cc3)nc(-n3nc(C)cc3C)n2)cc(OC)c1OC	7%	4	4.5µM*	?	13µM*	-5%	27	2.8µM*	-8
CCOC(=O)Cc1c(C)[nH]c(=S)[nH]c1=O	3%	-6	-6%	5%	?	0%	0	-5%	-7
COC(=O)c1cc(C)sc1NC(=O)C1CC=CCC1C(=O)O (stereo not drawn)	-12%	30	5%	10%	-5%	3%	19	3%	0
CC(=O)OCCN(C)c1cc(SC(C)C)c2nonc2c1[N+](=O)[O-]	3%	-68*	?	4%	?	4%	-2	?	2
Cc1ccc(C)n1-n1c(C)nc2scc(-c3ccccc3)c2c1=O	2%	0	8%	-30%	2%	-11%	?	-7%	-5
COc1cc(NC(=O)CN2C(=O)COc3ccc(S(=O)(=O)N4CCCCC4)cc32)cc(OC)c1	-2%	0	-11%	-8%	-8%	-11%	1	-1%	5&1
CC1(C2CC2)NC(=O)N(CC(=O)Nc2ccc(Cl)c([N+](=O)[O-])c2)C1=O (stereo not drawn)	-5%	5	-7%	19%	-11%	-12%	-16	-7%	-5
CC(C)N(Cc1ccccc1)C(=O)c1ccc2c(c1)OCO2	0%	9	-5%	-5%	-5%	11%	8	6%	-2
O=S(=O)(Nc1cccc2ccccc12)c1ccccc1F	8%	10	-14%	21%	1%	4%	-2	-9%	2
CCn1c(SCC(=O)NC2CC2)nnc1-c1ccc(OC)cc1	0%	0	-3%	-2%	-6%	0%	-21	2%	-14
Cc1cccc(OCC(=O)Nc2cc(Cl)ccc2-n2cncn2)c1C	28%	51	-23%	-2%	-268%[inhibitor]	-4%	-2	-4%	-2
CN1C(=O)/C(=C/C=C2\SCCN2C)N(C)C1=S	1%	-12	11%	?	-18%	-6%	-12	16%	-3
O=C(COC(=O)Cc1ccsc1)Nc1ccc(Cl)cc1F	7%	-8	3%	-2%	-2%	21%	0	12%	5
CCOC(=O)Cn1cnc2c(sc3nc(C)cc(C)c32)c1=O	-1%	9	0%	-9%	-9%	2%	3	4%	1
COc1ccccc1NC(=S)N1CCCc2ccccc21	-9%	1	20%	3%	-2%	?	6	3%	0
Cc1ccc(-n2ncc3c(N4CCC(C(N)=O)CC4)ncnc32)c(C)c1	3%	-18	-4%	1%	-10%	-4%	-19	0%	-3
CCCCCCOC(=O)c1ccc(OC(=O)c2cccnc2)cc1	4%	?	7%	-19%	1%	2%	-18	-6%	-46
CC(C)c1cc(CNC(=O)CCc2nnc(CCCc3ccccc3)o2)on1	9%	4	3%	19%	23%	0%	21	0%	-3
COC(=O)c1cccc(-n2c(C)cc(C=O)c2C)c1	4%	14	9%	14%	1%	1%	1	8%	0
O=C(CSc1ncccn1)N1CCC(Cc2ccccc2)CC1	7%	-9	0%	?	-11%	-13%	10	6%	-1
COc1ccc(N2C(=O)C(CC(=O)Nc3ccc(F)cc3)N(CCc3ccc(OC)c(OC)c3)C2=O)cc1 (stereo not drawn)	-3%	-1	-2%	-1%	-1%	20%	-1	6%	5
Cc1ccn2cc(CCNC(=O)CC(C)(C)C)nc2c1	-17%	11	-13%	18%	0%	-1%	-10	8%	5
N#CCS(=O)(=O)c1ccccc1	-2%	12	-4%	22%	-4%	11%	0	3%	11
O=S(=O)(c1cc(Cl)ccc1Cl)N1CC2CCCN2c2ccc(C(F)(F)F)cc21 (stereo not drawn)	-7%	0	-17%	-24%	2%	-19%	17	-8%	-9
CC(=O)N/C(=C\c1ccccc1)C(=O)OCC(=O)Nc1cc(S(=O)(=O)N(C)C)ccc1C	-17%	13	-1%	2%	-6%	-2%	4	-21%	0
C=CCc1ccc(OCCCCNC2CCCC2)c(OC)c1	-1%	-5	-11%	0%	?	-13%	-69*	-25%	-20
CSc1ccc(Cl)c(C(=O)OCC(=O)N2CCN(c3ccccc3)CC2)c1	0%	-8	3%	0%	-7%	6%	-24	1%	-12
Cc1csc2c(N3CCN(C(=O)NC(C)(C)C)CC3)ncnc12	26%	22	-2%	?	-59%[inhibitor]	-7%	21	-11%	15
CN(C)C(CNC(=O)c1cccc(S(=O)(=O)N2CCN(c3ccccc3)CC2)c1)c1ccccc1 (stereo not drawn)	2%	-27	-16%	-5%	7%	-23%	-71*	-4%	-25
Cc1c(CN2CCC(CO)(Cc3cccc(C(F)(F)F)c3)CC2)c2ccccc2n1C	-26%	-94*	-13%	?	?	?	-17	?	-17
CCc1ccc(OC(=O)c2cncc(Br)c2)cc1	1%	-10	12%	0%	0%	3%	13	1%	0
COc1ccc2c3c(cccc13)OCC2=O	-17%	5	-1%	1%	-5%	0%	-27	2%	4
COC(=O)c1ccc(NC(=S)N2CCN(C(=O)c3ccco3)CC2)cc1	-10%	0	-6%	nt	2%	nt	2	9%	-3
COc1ccc(NC(=O)C2CC2)cc1S(=O)(=O)N1CCOCC1	-2%	-1	-6%	5%	-28%	-2%	-23	4%	1

Compounds shown so far that have fluorine, in the order listed:
SMILES	GLP-1R agonist	IL-1B inflam inh	HT1080-NT tox	KB-V1 cytotox	SW480 rereplic	KB-3-1 cytotox	DRD3 antagonist	HT1080 IDH1KD tx	D3 ag
CC(=O)N1Cc2cc(C(=O)NCC(F)(F)F)nc(-c3cccc(-c4cccnc4)c3)c2[C@H]1CCO	0%	-10	-4%	-2%	nt	18%	?	16%	-12
O=S(=O)(Nc1cccc(C(F)(F)F)c1)c1cccnc1	10%	14	1%	-21%	1%	-2%	?	-1%	-2
O=C(O)CCCC(=O)N1CCc2cc(S(=O)(=O)NCc3ccc(F)cc3)ccc21	-5%	74	8%	21%	2%	1%	-8	2%	-12
O=S(=O)(Nc1cccc2ccccc12)c1ccccc1F	8%	10	-14%	21%	1%	4%	-2	-9%	2
O=C(COC(=O)Cc1ccsc1)Nc1ccc(Cl)cc1F	7%	-8	3%	-2%	-2%	21%	0	12%	5
COc1ccc(N2C(=O)C(CC(=O)Nc3ccc(F)cc3)N(CCc3ccc(OC)c(OC)c3)C2=O)cc1 (stereo not drawn)	-3%	-1	-2%	-1%	-1%	20%	-1	6%	5
O=S(=O)(c1cc(Cl)ccc1Cl)N1CC2CCCN2c2ccc(C(F)(F)F)cc21 (stereo not drawn)	-7%	0	-17%	-24%	2%	-19%	17	-8%	-9
Cc1c(CN2CCC(CO)(Cc3cccc(C(F)(F)F)c3)CC2)c2ccccc2n1C	-26%	-94*	-13%	?	?	?	-17	?	-17

Compound activity (PubChem)
